NPC1 promoter act – activators of NPC1 promoter. Huh7 NPC1 promoter luciferase reporter, 24 h. Potency, µM (titrated, usually from 9.22 µM), without a hit: at the top dose activation, hits mostly activators. actives 2.4% (n = 320,000). AID 485313;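 also: % of control where 0% means no effect; nearly all actives have a fitted effect of over 60% in size; reporter is driven by a mutant NPC1 promoter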
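Luciferase expression driven by the NPC1 promoter was measured in stably transfected Huh7 cells after a 24 h compound incubation, using a luciferase reagent and a luminescence read.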
Gal4-VP16 FLuc – counter-screen for ROR gamma inhibitors: Gal4-VP16 reporter. Drosophila S2 Gal4-VP16 UAS-luciferase, luminescence, 20 h. Potency, µM (titrated, usually from 53.6 µM), for the others: at the highest dose activity, negative = inhibition, most hits filed as inhibitors. actives 3.5% (n = 310,000);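 also: Gal4-VP16 expression switched on by copper sulfate through the metallothionein promoter; % is scaled to controls: 0 for no effect and ±100 for the full control effect; nearly all actives have a fitted effect of over 50% in size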
FLuc modulator – firefly luciferase modulation, counter-screen for miR-21 project. P08659. purified FLuc, Km substrates, luminescence inhibition. actives 6.9% (n = 360,000). AID 588342. Potency, µM (series often up to 57.5 µM), for inactives: at the highest dose activity change, negative = inhibition, actives largely listed as inhibitors;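 also: plate controls were vehicle for no effect and reference inhibitor for full effect; nearly all actives have a fitted effect of over 55% in size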
Target sequence (P08659 whole entry, looked up): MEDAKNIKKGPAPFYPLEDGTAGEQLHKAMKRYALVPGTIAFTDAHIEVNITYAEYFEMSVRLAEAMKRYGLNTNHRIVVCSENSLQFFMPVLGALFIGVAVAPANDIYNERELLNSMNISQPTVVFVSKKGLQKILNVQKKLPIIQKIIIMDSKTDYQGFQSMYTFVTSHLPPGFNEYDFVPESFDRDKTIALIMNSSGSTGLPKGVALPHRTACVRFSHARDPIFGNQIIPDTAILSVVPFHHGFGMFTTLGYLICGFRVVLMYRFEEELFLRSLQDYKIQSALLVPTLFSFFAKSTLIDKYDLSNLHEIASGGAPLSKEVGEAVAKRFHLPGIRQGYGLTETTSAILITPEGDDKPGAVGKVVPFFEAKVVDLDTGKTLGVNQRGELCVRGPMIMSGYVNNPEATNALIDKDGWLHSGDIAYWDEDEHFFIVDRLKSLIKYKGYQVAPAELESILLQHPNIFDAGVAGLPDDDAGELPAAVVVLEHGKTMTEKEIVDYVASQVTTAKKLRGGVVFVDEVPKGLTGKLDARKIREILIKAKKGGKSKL
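Purified P. pyralis luciferase (10nM final) with 10uM D-luciferin and 10uM ATP (Km levels) in 50mM Tris acetate pH 7.5, 10mM Mg acetate, 0.01% Tween-20, 0.05% BSA; qHTS 6-point titration, ~60 µM downward; luminescence read.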
Rab9 prom act – activates the Rab9 promoter; Huh7 Rab9 promoter-luciferase reporter, luminescence, 24 h; Potency, µM (doses to about 9.22 µM), inactives show top-dose activation, negative = inhibition, hits mostly activators; actives 2.8% (n = 320,000); AID 485297; also: % of control where 0% means no effect; nearly all actives have a fitted effect of over 60% in size
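Huh7 reporter line, Rab9 promoter upstream of luciferase. Compound exposure 24 h at 37 °C in reduced-serum medium with 10% FBS. Read-out: luminescence.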
MLL CXXC-DNA inh – MLL CXXC-DNA interaction inhibition | Q03164 | AID 2662 | actives 0.037% (n = 290,000) | MLL-CXXC / FITC-HOXA9 DNA fluorescence polarization | Potency, µM (highest dose often 115 µM), inactives show at the top dose activity change, negative = inhibition, hits mostly inhibitors; active = well fitted inhibition curve with a large enough effect in the polarisation, with a control signal flat, not every such curve was filed as active; inconclusive = small, poorly fitted or top-dose-only effect, or effect the other way, or a change in a side signal; inactive = no such curve, though single readings can be large or run the other way; the % refers to the polarisation
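Fluorescence polarization: 7 uM MLL-CXXC (stock) preincubated 5 min with compounds, then 50 nM fluorescein-HOX-A9 DNA (stock) added; 30 min ambient. Buffer 50 mM Tris-HCl pH 7.5, 50 mM NaCl, 1 mM DTT, 0.05% BSA.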
p53 reactivator – re-activators of mutant p53. actives 0.063% (n = 320,000). Potency, µM (top dose mostly 92.2 µM), for inactives: at the top dose activity change, positive = activation, most hits filed as activators. AID 504706. H1299 p53-A138V BP100-luciferase reporter, luminescence, 24 h; also: % of control where 0% means no effect; nearly all actives have a fitted effect of over 45% in size
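H1299 (p53-null), stable ts p53-A138V + BP100-Luc; 1000 cells/well, Opti-MEM/10% FBS; cpd 4 pt, 1:5; 24 h, 37 deg C, 5% CO2; detection reagent 10 min RT; luminescence.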
MBNL1 CUG block – MBNL1-poly(CUG) RNA binding inhibition; Q9NR56; TR-FRET MBNL1-His/biotin-(CUG)12 binding, 665/545 ratio; Potency, µM (top dose mostly 57.5 µM), for the others: at the top dose activity change, negative = inhibition, usual class: inhibitors; actives 0.036% (n = 280,000); AID 2675; active = well fitted inhibition curve with a large enough effect in the signal ratio, with a control signal flat, not every such curve was filed as active; inconclusive = small, poorly fitted or top-dose-only effect, or effect the other way, or a change in a side signal; inactive = no such curve, though single readings can be large or run the other way; the % refers to the signal ratio; also: % is scaled to controls: 0 for no effect and ±100 for the full control effect
Target sequence (Q9NR56 whole entry, looked up): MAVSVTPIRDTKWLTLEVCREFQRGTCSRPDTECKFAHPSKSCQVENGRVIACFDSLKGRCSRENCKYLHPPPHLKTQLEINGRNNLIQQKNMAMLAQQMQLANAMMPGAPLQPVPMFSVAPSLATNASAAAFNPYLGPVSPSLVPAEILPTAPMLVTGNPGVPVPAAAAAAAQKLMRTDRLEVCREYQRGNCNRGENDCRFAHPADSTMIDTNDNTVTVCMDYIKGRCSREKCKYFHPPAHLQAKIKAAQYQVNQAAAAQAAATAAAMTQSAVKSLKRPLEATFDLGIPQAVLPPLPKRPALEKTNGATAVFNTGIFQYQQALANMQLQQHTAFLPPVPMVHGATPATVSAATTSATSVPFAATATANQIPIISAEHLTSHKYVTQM
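Inhibition of protein-RNA binding appears as loss of TR-FRET between terbium anti-His antibody on MBNL1-His and streptavidin-XL665 on biotin-(CUG)12. Activity is normalized to buffer-only and uninhibited-complex controls.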
BRCA1 expr act – activators of BRCA1 expression. MCF7-BRCA1-FFLuc reporter, luminescence, 48 h; response scale: scaled: vehicle 0%, 10 µM genistein 100%. Potency, µM (titrated, usually from 46.1 µM), without a hit: at the highest dose activation, actives largely listed as activators. actives 1.1% (n = 380,000). AID 624202; also: nearly all actives have a fitted effect of over 80% in size; some results filed as inactive show a strong effect at the top dose
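MCF7 cells carrying a BRCA1-firefly luciferase reporter (2000 cells/well, phenol-red free MEM) were attached for 2 h at 37 °C, then given compounds for 48 h. Luminescence was read 15 min after luciferase reagent; activity normalized to genistein (10 microM) and DMSO.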
ELG1 genotox – induces genotoxicity in HEK293T cells with luciferase-tagged ELG1. HEK293T ELG1-luciferase reporter, luminescence, 16 h. Potency, µM (series often up to 46 µM), without a hit: at the highest dose activity change, positive = activation, hits mostly activators. actives 1.3% (n = 330,000). AID 504466; also: % of control where 0% means no effect; nearly all actives have a fitted effect of over 60% in size
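Quantitative HTS format in 1536-well plates. HEK293T ELG1-luciferase reporter cells receive test compound and are incubated 16 hr at 37 °C, 5% CO2; ONE-Glo added, 30 min room temperature, then luminescence read.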
RORgamma inh – ROR gamma (mouse) transcription inhibition; AID 2551; P51450; Drosophila S2 Gal4-RORgamma UAS-luciferase reporter, 20 h; actives 5.4% (n = 310,000); Potency, µM (doses to about 53.6 µM), for inactives: top-dose activity change, negative = inhibition, usual class: inhibitors; also: % is scaled to controls: 0 for no effect and ±100 for the full control effect; nearly all actives have a fitted effect of over 60% in size
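Compounds are pin-transferred onto Drosophila Schneider cells expressing a copper-inducible Gal4–ROR gamma transactivation domain fusion. After 1 hr, copper sulfate is added to 700 uM final; luciferase is read 20 hr later.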
uPA surface inh – cell surface uPA generation inhibition | cell surface uPA generation assay, qHTS | Potency, µM (highest dose often 38.3 µM), without a hit: top-dose activity change, negative = inhibition, most hits filed as inhibitors | AID 540303 | actives 0.31% (n = 330,000); active = well fitted inhibition curve with a large enough effect; inconclusive = small, poorly fitted or top-dose-only effect; inactive = no such curve, though single readings can be large or run the other way; tested in mouse RAW 264.7 cells; also: % is scaled to controls: 0 for no effect and ±100 for the full control effect; nearly all actives have a fitted effect of over 55% in size
Active calls of the source: *; ? = inconclusive; . = not tested or not shown; [ ] = another dose, or the depositor's remark. Unless noted, calls follow the shape of the dose curve; as a rule, active = well fitted curve in the direction sought with a large enough effect; inconclusive = small, poorly fitted or top-dose-only effect, or another doubt; inactive = no such curve, though single readings can be large; an effect the other way counts as inactive or inconclusive. Potency is read from the fitted curve at half-maximal effect.

SMILES,NPC1 promoter act,Gal4-VP16 FLuc,FLuc modulator,Rab9 prom act,MLL CXXC-DNA inh,p53 reactivator,MBNL1 CUG block,BRCA1 expr act,ELG1 genotox,RORgamma inh,uPA surface inh
COc1ccc(C)cc1N(C(=O)c1ccco1)C(C(=O)NC1CCCC1)c1cc(OC)c(OC)c(OC)c1 (configuration not stated),-1%,-16%,0%,3%,-2%,-4%,-3%,-19%,-4%,-24%,-2%
CCC(=O)Nc1cccc(NC(=S)NC(=O)c2ccc(Cl)cc2Cl)c1,?,?,?,?,-2%,?,.,46%,9%,?,-10%
CCC(C)NC(=O)C1c2ccccc2C(=O)N(c2ccc(OC)cc2)C1c1ccc(OC)cc1 (configuration not stated),-7%,7%,-1%,0%,7%,-6%,-3%,-40%,8%,-9%,-7%
Cc1cccc(OCCNC(=O)c2cccc(Oc3ccc(C(F)(F)F)cc3[N+](=O)[O-])c2)c1,-6%,-8%,-2%,3%,6%,-3%,.,-47%,-10%,?,-2%
CCOC(=O)c1c(C)[nH]c(C)c1C(=O)COC(=O)c1cc(OC)cc(OC)c1,-3%,4%,1%,2%,?,-7%,-9%,-16%,-5%,24%,-2%
CC1CN(/C(=N\S(=O)(=O)c2ccccc2)c2ccccc2)CC(C)O1 (configuration not stated),2%,3%,-2%,-6%,-4%,1%,-2%,18%,1%,-2%,-5%
CN1C(=O)c2ccc(NC(=O)c3c(F)c(F)c(F)c(F)c3F)cc2C1=O,1%,.,3%,3%,1%,9%,?,-30%,-6%,7%[0.365 µM],-3%
COc1ccc(CC(=O)Nc2ccc(/C(C)=N/NC(=O)c3ccc(OC)cc3OC)cc2)cc1,0%,-7%,3%,0%,19%,14%,4%,51%,4%,1%,2%
COc1ccc(NC(=O)C2CCCN(S(=O)(=O)c3ccc(C)cc3)C2)cc1OC (configuration not stated),-3%,-9%,-5%,-6%,-8%,1%,4%,-33%,-7%,?,-3%
O=C(O)CSc1nnc(-c2ccccc2)o1,-5%,-17%,-4%,5%,1%,-3%,4%,-27%,-2%,-35%,2%
COc1ccc(C2CC3(CC(C)(C)NC(=O)N3)Oc3cc(O)ccc32)cc1 (configuration not stated),-3%,21%,0%,4%,13%,0%,0%,9%[1.84 µM],1%,?,4%
Cc1cccc(-n2c(SCC(=O)c3c(N)n(C4CC4)c(=O)[nH]c3=O)nnc2N2CCOCC2)c1,0%,.,-1%,-3%,.,-10%,.,-1%,2%,.,?
Cc1ccc(/C=C/C(=O)N2CCN(c3ccc(F)cc3)CC2)o1,-1%,19%,1%,2%,3%,-4%,-6%,-9%,-2%,39%,-1%
Cn1c(=O)c2c(nc(N3CCOCC3)n2CCSc2ncccn2)n(C)c1=O,3%,-2%,-7%,5%,-4%,3%,-6%,16%,-1%,11%,-6%
Cc1ccc(S(=O)(=O)CC(=O)Nc2nnc(C(C)(C)C)s2)cc1,1%,-11%,8%,2%,0%,5%,-7%,-4%,0%,3%,-3%

(listing goes on)
SMILES,NPC1 promoter act,Gal4-VP16 FLuc,FLuc modulator,Rab9 prom act,MLL CXXC-DNA inh,p53 reactivator,MBNL1 CUG block,BRCA1 expr act,ELG1 genotox,RORgamma inh,uPA surface inh
CC(OC(=O)c1ccc(CN2CCCC2=O)cc1)C(=O)Nc1ccc(Cl)cc1 (configuration not stated),-4%,.,10%,-4%,.,0%,.,-26%,-1%,.,-1%
OCC1(CCc2ccccc2)CCN(Cc2cc(F)ccc2-n2cccn2)CC1,-5%,9%,0%,-9%,0%,-2%,13%,-21%,-3%,9%,-2%
CCC(=O)N1CCc2cc(Br)cc(S(=O)(=O)CCC(=O)NCCOC)c21,0%,23%,7%,0%,-2%,0%,-7%,-6%,-3%,-16%,1%
CCOC(=O)N/N=C(C)/C=C/c1ccco1,-3%,21%,-3%,3%,7%,21%,.,40%,-1%,?,2%
CN1/C(=C\C(=O)C[n+]2ccc3ccccc3c2)C(C)(C)c2ccccc21,-37%[inhibitor],?,0%,-21%,8%,-1%,?,-44%,-8%,-41%,-3%
CS(=O)(=O)N1CCN(C(=O)c2ccc3c(c2)OCCO3)CC1,-4%,-9%,2%,-3%,-2%,8%,-4%,0%,0%,11%[1.91 µM],6%
CCn1c(CNc2nc(-c3ccccc3)cs2)nnc1SCC(=O)NCc1ccco1,-3%,-14%,-2%,-1%,-4%,-3%,11%,2%,1%,-3%,-4%
O=c1cc(N2CCCCC2)c2ccccc2o1,2%,1%,-15%,0%,0%,-2%,8%,6%,1%,2%,-4%
COCCCn1c(C)cc(C(=O)COC(=O)CCc2nc3ccccc3c(=O)[nH]2)c1C,7%,7%,-15%,1%,-4%,-5%,-5%,-8%,4%,32%,-2%
CCOc1ccccc1NC(=O)Cn1nnc(C(=O)Nc2ccccc2Cl)c1N,-3%,-18%,8%,-2%,16%,-6%,-1%,-13%,0%,-39%,1%
O=c1cc(CSc2nnc(NC3CCCCC3)s2)nc2sccn12,-2%,-4%,-8%,3%,-7%,-4%,2%,-12%,2%,27%,-1%
O=C(CC1CCS(=O)(=O)C1)NC1CCCCC1 (configuration not stated),-1%,2%,-2%,-4%,0%,-2%,-4%,-17%,-1%,-20%,-2%
O=C(CCN(CCO)Cc1ccccc1)Nc1ccc(Br)cc1,6%,-1%,-5%,-5%,4%,?,6%,-9%,4%,19%,.
CCC(Oc1ccccc1)C(=O)N(C)CC(=O)N(CC(C)C)c1c(N)n(CC(C)C)c(=O)[nH]c1=O (configuration not stated),8%,.,2%,8%,.,5%,.,-30%,-3%,.,2%
COc1ccccc1N1C(=O)c2cccc3c(C(=O)O)ccc(c23)C1=O,1%,15%,3%,-1%,-2%,2%,?,18%,-3%,-5%,4%

Continued.
SMILES,NPC1 promoter act,Gal4-VP16 FLuc,FLuc modulator,Rab9 prom act,MLL CXXC-DNA inh,p53 reactivator,MBNL1 CUG block,BRCA1 expr act,ELG1 genotox,RORgamma inh,uPA surface inh
CN(C)c1ccc(/C=N\Nc2nc(-c3ccccc3)cc(=O)[nH]2)cc1,4%,-13%,-12%,-3%,6%,11%,-3%,3%,-1%,-38%,-4%
C1CC2CN(c3nc4nonc4nc3N3CCSCC3)CCN2C1 (configuration not stated),-1%,-6%,10%,-1%,-10%,-1%,1%,8%,2%,-21%,4%
CC(C)NC(=O)c1ccc(NC(=O)CC2SC(N3CCCCC3)=NC2=O)cc1 (configuration not stated),-2%,.,-3%,-2%,.,-1%,.,18%,1%,.,12%
CCCCNC(=O)Cn1c(-c2ccc(OC)cc2)noc1=O,1%,0%,2%,0%,-3%,-1%,-2%,8%,3%,17%,.
O=C(NCc1ccc(F)cc1)N1CCN(C(=O)c2ccccc2)CC1,-5%,.,.,12%,.,3%,.,5%,1%,.,-2%
COC(=O)c1sccc1NC(=O)c1cc2c(s1)CCCC2,26%,-7%,8.5µM*,?,-11%,9%,2%,-45%,4%,?,1%
COCC(C)NS(=O)(=O)c1ccc(NC(=O)C(Cc2ccccc2)NC(N)=O)cc1 (configuration not stated),0%,-2%,-1%,-8%,-6%,-1%,-2%,-2%,1%,-1%[10 µM],-2%
Cc1ccc(C)c(S(=O)(=O)c2c(C)cc(C)nc2Cl)c1,-4%,-2%,3%,-1%[1.84 µM],?,-3%,-4%,5%,-3%,1%,-4%
CN=Cc1nc(-c2ccccc2)oc1O,3.5µM*,-2%,17µM*,2.5µM*,0%,?,?,?,?,?,-4%
CN(CC(=O)NNC(=O)c1cccnc1)S(=O)(=O)c1cc(Cl)ccc1Cl,-5%,-3%,0%,12%,2%,1%,0%,-7%,1%,-6%,2%
CCOC(=O)c1cnc2c(OC)cccc2c1N1CC(C)CC(C)C1 (configuration not stated),-7%,-23%,-1%,-2%,-3%,1%,13%,-53%,-7%,?,-3%
COc1ccc(C2=NN(c3ccccc3)C(c3cccs3)C2)cc1 (configuration not stated),5%,-24%,?,0%,5%,3%,27%,29%,0%,23%,-4%
CCCn1nnc(NC(=O)C(c2ccccc2)c2ccccc2)n1,-4%,-3%,-2%,-4%,-4%,-9%,8%,-7%,0%,-11%,1%

Assay outcomes deposited in PubChem by National Center for Advancing Translational Sciences (NCATS).

Some of the compounds tested; rates above refer to the full screens.
